# Mtb BioA inh: inhibitors of Mycobacterium tuberculosis BioA enzyme; purified M. tuberculosis BioA enzyme, plate reader; inhibition, % at 9.99 µM; 360,000 tested, 0.096% active; AID 602481; in the data active = inhibition above about 40%; inconclusive = no clear call, values can overlap the other calls
# FadD28 binding: M. tuberculosis FadD28 bisubstrate binding inhibition. inhibition, % at 12.5 µM. 360,000 tested, 0.22% active. AID 588549. FadD28 bisubstrate probe binding, fluorescence polarization; in the data active = inhibition above about 8.5%, passing the limit was not always enough; inconclusive = no clear call, values can overlap the other calls
# BoNT-A LC inh2: blocks Botulinum neurotoxin A light chain protease; multiplex microsphere protease substrate cleavage, flow cytometry; inhibition, % at 10 µM; 360,000 tested, 0.17% active; in the data active = inhibition above about 30%; inconclusive = no clear call, values can overlap the other calls; note: plate controls were buffer without enzyme for full effect and enzyme alone for no effect
# Mtb FBA inh: Mtb fructose-bisphosphate aldolase inhibition; P9WQA3; purified M. tuberculosis FBA, fluorescence read-out; inhibition, % at 1 µM; 360,000 tested, 2.3% active; AID 588726; in the data active = inhibition above about 27%;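 note: 0% = vehicle and 100% = reference inhibitor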
# Target sequence (P9WQA3 whole entry, looked up): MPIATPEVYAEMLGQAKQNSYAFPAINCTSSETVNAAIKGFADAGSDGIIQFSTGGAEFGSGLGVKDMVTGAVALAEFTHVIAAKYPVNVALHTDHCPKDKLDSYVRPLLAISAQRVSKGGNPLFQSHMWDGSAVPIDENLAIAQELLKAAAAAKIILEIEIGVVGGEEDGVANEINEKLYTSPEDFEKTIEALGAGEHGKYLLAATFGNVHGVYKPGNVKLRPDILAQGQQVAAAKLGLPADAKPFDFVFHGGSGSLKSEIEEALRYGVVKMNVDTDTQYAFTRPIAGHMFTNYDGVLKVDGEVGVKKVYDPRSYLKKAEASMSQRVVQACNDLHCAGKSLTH
# Mtb UGM inh: inhibitors of M. tuberculosis UDP-galactopyranose mutase. purified UGM, fluorescence polarization probe displacement. P9WIQ1. inhibition, % at 10 µM. 320,000 tested, 0.06% active; in the data active = inhibition above about 10%, passing the limit was not always enough; inconclusive = no clear call, values can overlap the other calls
# Target sequence (P9WIQ1 whole entry, looked up): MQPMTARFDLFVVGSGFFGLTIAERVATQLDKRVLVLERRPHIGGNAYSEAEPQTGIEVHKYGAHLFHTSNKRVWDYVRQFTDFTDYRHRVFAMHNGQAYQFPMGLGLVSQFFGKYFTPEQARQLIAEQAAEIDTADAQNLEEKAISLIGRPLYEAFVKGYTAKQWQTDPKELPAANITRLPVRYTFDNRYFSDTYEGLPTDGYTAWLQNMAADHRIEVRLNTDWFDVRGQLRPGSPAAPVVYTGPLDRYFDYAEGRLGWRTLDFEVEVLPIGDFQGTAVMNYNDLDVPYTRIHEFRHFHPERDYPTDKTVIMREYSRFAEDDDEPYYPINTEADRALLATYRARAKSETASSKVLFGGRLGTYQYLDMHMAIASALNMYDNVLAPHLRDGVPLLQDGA
# GDH-TPI counter: counter-screen for M. tuberculosis FBA inhibitors: GDH-TPI coupled enzymes | 360,000 tested, 1.2% active | inhibition, % at 4.8 µM | GDH-TPI coupled enzyme counterscreen, NADH absorbance;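 note: 0% = DMSO wells and 100% = wells lacking the enzyme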
# PrPC TRFRET: reduces human prion protein on the cell surface | P04156 | cell surface PrPC, TR-FRET read-out | inhibition, % at 13.8 µM | 370,000 tested, 0.43% active; in the data active = inhibition above about 24%; note: 0% = median of the test wells and 100% = reference compound wells
# CCHF vOTU inh: CCHFV vOTU protease inhibition | 370,000 tested, 0.55% active | inhibition, % at 11.5 µM | Pep-AMC fluorescence; note: 0% = vehicle wells with enzyme and 100% = no enzyme wells
# BoNT-F LC inh: inhibitors of Botulinum neurotoxin F light chain protease; inhibition, % at 10 µM; Multiplex microsphere protease cleavage assay, flow cytometry; 360,000 tested, 0.22% active; in the data active = inhibition above about 35%, passing the limit was not always enough; inconclusive = no clear call, values can overlap the other calls; note: plate controls were buffer without enzyme for full effect and enzyme alone for no effect
# * = called active by the depositor; ? = inconclusive; . = not tested or not shown. Cut-off read from the data, not from the text of the source, unless noted: active = inhibition above about 30%; inactive = the rest. An unsorted share of the library, and some 4.8% of all compounds hit somewhere here.
Compound,Mtb BioA inh,FadD28 binding,BoNT-A LC inh2,Mtb FBA inh,Mtb UGM inh,GDH-TPI counter,PrPC TRFRET,CCHF vOTU inh,BoNT-F LC inh
COc1cc(NC(=O)CCCn2c(=S)[nH]c3ccccc3c2=O)cc(OC)c1OC,2.5,-1.3,-0.4,2,0.4,1,8,5,1
Nc1ccc(N2CCN(CCCCN3C(=O)C4CCCN4C3=O)CC2)cc1 (configuration not stated),.,1.1,-1.7,-2,2.9,4,-17,15,-106
O=C(O)c1ccccc1NCN1C(=O)C2CC=C(Cl)CC2C1=O (configuration not stated),-1.7,-0.1,-3.5,40*,1.9,0,-4,-10,-4
CCOC(=O)C(Sc1n[nH]c(N)n1)c1ccccc1 (configuration not stated),-3.3,-1.5,0.5,2,0.1,-1,-1,3,25
O=c1[nH]nc(-c2ccc(F)cc2)cc1Cc1ccccn1,-0.3,-2.5,0.0,0,1.0,-9,-1,10,-7
COc1ccc(Cc2c(-c3ccc(OC)c(OC)c3)nc3c(C)cc(Br)cn23)c(C)c1,69*,-4.3,32*,-3,.,.,-21,8,-3
COc1ccc(NC(C)=O)cc1S(=O)(=O)N1CCc2ccccc21,2.6,1.0,0.0,1,-2.6,6,-1,9,-5
CCCCOCCCNC(=O)c1ccc(OC)cc1,0.5,-2.5,-0.3,2,3.9,-11,1,1,-4
CCCCCCOc1ccc(OC(=O)c2ccncc2)cc1,-0.6,-0.4,-0.6,1,0.0,8,-5,-2,4
Cc1cc(C)n(-c2cc(Cl)ccc2[N+](=O)[O-])n1,.,-2.2,0.8,3,-0.8,8,-15,-1,0
Cc1c(C(=O)Nc2ccc3oc(-c4cccnc4)nc3c2)oc2ccccc12,0.2,-1.6,-0.8,4,0.4,5,-1,0,-6
O=c1[nH][nH]c(-c2ccccc2)c1C=Nc1ccc(F)cc1F,-0.9,0.5,0.6,0,0.1,12,7,0,0
Cc1ccc(N=Cc2c(O)c3ccccc3n(C)c2=O)cc1,0.5,.,5.1,5,-1.2,18,9,2,?
CCOC(=O)C1(CCOc2ccccc2)CCN(Cc2cccs2)CC1,.,-1.1,-0.2,1,-2.0,-2,-5,-11,1
O=C(CC1CCS(=O)(=O)C1)Nc1ccc[nH]c1=O (configuration not stated),0.9,-0.3,-0.1,3,-2.8,-4,-2,-3,-3
O=C(NCCO)c1cc([N+](=O)[O-])cc2c1C=Cc1ccccc1O2,.,1.1,-0.6,-1,1.6,9,-26,-16,-6
Cc1noc(C)c1C(=O)OCC(=O)Nc1ccc(S(N)(=O)=O)cc1,-2.8,-2.7,-0.3,2,-3.0,12,8,7,4
Cc1noc(NS(=O)(=O)c2ccc(NC(=O)c3ccc(N4C(=O)c5ccccc5C4=O)cc3)cc2)c1C,.,-1.3,-0.4,2,1.0,5,4,1,-2
Cc1ccc(S(=O)(=O)N2C[C@H]3C(=O)C[C@@H](c4ccccc4)N(S(=O)(=O)c4ccccc4)[C@H]3C[C@H]2c2ccccc2)cc1,0.3,-4.0,-0.9,-2,.,.,8,-1,7
CC1(CO)COC2(OC1)C(=O)Nc1ccccc12 (configuration not stated),-1.4,-1.2,12,0,.,-6,-4,-5,2
CC(C)(C)c1ccc(S(=O)(=O)NC(=O)C2(C)CCN2C(=O)Cc2ccccc2Cl)cc1 (configuration not stated),1.1,-3.8,-0.2,5,.,5,3,0,-10
O=C(NC1CCCCCC1)C(=S)N1CCCC1,8.4,0.4,0.0,3,-1.6,-1,-2,-12,-2
CC(=O)NS(=O)(=O)c1ccc(NC(=O)/C=C/c2ccco2)cc1,.,0.6,-1.0,2,2.4,-1,-5,5,-7
CCC(C)NC(=O)CS(=O)Cc1nc(-c2cccc(C)c2)oc1C (configuration not stated),-0.7,-4.0,0.0,-1,-3.7,4,-2,-3,-4
Oc1ccccc1/C=N/Nc1cccc2cccnc12,1.9,0.1,-1.2,4,0.3,-2,0,2,-16
CCN(CC(=O)Nc1ccc(NC(C)=O)cc1)C(=O)c1n[nH]c(=O)c2ccccc12,.,-2.9,-0.6,-2,-0.3,-8,5,-12,-5
COCC1CCCCN1C(=O)c1cccc(OC2CCN(S(C)(=O)=O)CC2)c1 (configuration not stated),1.3,-1.5,-0.7,3,-4.1,3,-1,5,-5
CCN1C(=NCCCOC(C)C)N[C@@H](c2ccccc2)[C@H](C(=O)OC)[C@H]1C,-0.8,-3.7,-0.2,0,-3.9,-8,-1,16,-4
O=C(NC1CCCCC1)c1ccc(-c2cccc([N+](=O)[O-])c2)o1,-0.3,-1.6,0.1,-2,-1.0,-6,-9,21,-1
CCCc1cc2c(=O)c(-c3ccc4c(c3)OCCO4)coc2cc1OC(=O)c1ccco1,-0.7,-0.5,0.0,1,2.0,-5,9,9,-3

# Results in Mtb FBA inh, PrPC TRFRET and BoNT-F LC inh, for some of the entries so far:
compound,Mtb FBA inh,PrPC TRFRET,BoNT-F LC inh
O=C(NC1CCCCC1)c1ccc(-c2cccc([N+](=O)[O-])c2)o1,-2,-9,-1
Cc1ccc(N=Cc2c(O)c3ccccc3n(C)c2=O)cc1,5,9,?
CCN(CC(=O)Nc1ccc(NC(C)=O)cc1)C(=O)c1n[nH]c(=O)c2ccccc12,-2,5,-5

# (more compounds)
Compound,Mtb BioA inh,FadD28 binding,BoNT-A LC inh2,Mtb FBA inh,Mtb UGM inh,GDH-TPI counter,PrPC TRFRET,CCHF vOTU inh,BoNT-F LC inh
COC(=O)c1ccc(C(=O)OC)c(NC(=S)N2CCC(N3CCCCC3)CC2)c1,.,-5.0,-0.1,7,-1.1,5,4,-27,-12
Cc1ccc(C(=O)NCCNc2ccc(Cl)cc2[N+](=O)[O-])o1,2.6,-1.3,?,-5,-0.1,9,-31,-9,-4
Cc1cc(-c2ccc(S(=O)(=O)N3CCN(C)CC3)s2)on1,3.2,-2.3,-3.9,-2,-0.2,-1,-12,6,-4
COC(=O)C1=C(C)N(Cc2ccco2)C(=O)N[C@@H]1c1ccc(Br)cc1,-6.2,-0.4,-0.3,6,-0.1,9,8,7,-8
CN(C)c1ccc(NC(=O)CN2C(=O)CC(c3ccccc3)=Nc3ccccc32)cc1,-0.6,-1.9,1.0,1,3.4,21,8,2,-16
CCOC(=O)c1c(C)c(C(=O)NCc2cccnc2)c(C)n1C,1.3,-2.1,-0.3,-1,-2.9,2,2,-7,0
Cc1ccccc1NC(=O)COc1cccc2c1CCNC2=O,-1.0,-2.0,-8.8,1,-1.1,-3,7,17,-7
COCCNC(=O)c1onc(CSc2ccccc2)c1C(=O)NCCOC,-0.2,0.3,0.2,-1,-0.6,-1,-4,1,-3
Cc1cc(C)c(NC(=O)COC(=O)c2cc([N+](=O)[O-])ccc2N2CCOCC2)c(C)c1,-4.0,-2.6,0.6,2,2.4,26,-9,-2,6
COc1ccc(C)cc1NC(=O)CN(c1ccc(F)cc1)S(C)(=O)=O,1.4,-3.1,-0.7,-8,-2.1,14,-1,-13,-2
CSC(=Nc1ccccc1)C1=C(O)COC1=O,1.3,1.1,-0.6,2,7.8,4,2,7,-11
COC(=O)c1ccc(C2CC(=O)Nc3cc(OC)c(OC)cc32)cc1 (configuration not stated),2.1,-1.4,-1.4,4,-1.6,6,3,-9,-3
Cc1ccc(C(C(=O)NC2CCCCC2)N(CC2CCCO2)C(=O)CNC(=O)c2cccs2)cc1 (configuration not stated),1.1,-3.7,0.7,-2,0.7,-8,-16,-9,6
O=C(Nc1ccc(Cl)cc1)N1N=CCC1c1ccccc1 (configuration not stated),-0.2,-1.2,-1.5,-1,-1.2,-6,4,-13,5
CC(=O)N1CCC(=NNS(=O)(=O)c2cccc([N+](=O)[O-])c2)CC1,-1.5,-1.8,0.2,4,.,-4,-18,8,0
c1cncc(-c2nc(NCc3ccc4c(c3)OCO4)c3ccccc3n2)c1,.,-1.5,.,2,2.4,14,-3,3,.
Cn1cccc1/C=C1/C(=O)NC(=S)N(Cc2ccc(F)cc2)C1=O,-1.6,44*,21,2,-0.8,-1,-3,6,3
Nc1cc(N)cc(-c2nc3ccccc3[nH]2)c1,.,?,0.3,6,1.2,18,-5,10,-25
CN(CCCC1CCCC1)C(=O)c1cc(COc2ccc(F)cc2F)on1,2.3,-2.3,1.7,-1,1.8,-8,2,19,14
COc1ccc(S(=O)(=O)N2CCN(c3nc(C)cc(C)n3)CC2)cc1,-1.9,-1.9,-2.1,3,0.0,0,-2,0,20
Cc1ccc(C(=O)NCC(=O)OCC(=O)Nc2ncc(C(F)(F)F)cc2Cl)cc1,.,-3.1,0.1,-1,-0.3,-2,-3,-12,-3
CCOC(=O)N1CCN(C(=O)/C(=C/c2ccc(OC)cc2)NC(=O)c2ccccc2)CC1,-0.2,-1.6,0.1,-1,1.7,0,-6,17,-13
CCOC(=O)c1ccc(NC(=S)N2CCN(C)CC2)cc1,-0.9,-1.5,-1.4,0,1.3,10,-1,-3,-2
CCOc1nc(NCCN2CCOCC2)nc(Nc2ccc(C)cc2)n1,1.7,-1.3,0.1,3,0.8,7,-4,6,18
Cc1ccc(S(=O)(=O)N2CCC(=O)N([C@H](COCc3cccc(Cl)c3)Cc3ccccc3)CC2)cc1,.,.,0.0,.,.,.,-6,7,3
CCCCn1c(SCc2ccc(Cl)cc2)nc2c1c(=O)[nH]c(=O)n2C,-2.7,-0.7,0.8,2,2.2,13,7,-7,16
COc1ccc(NC(=O)c2sc3nc(N4CCOCC4)c4c(c3c2N)CCCC4)cc1,1.0,-3.0,0.1,0,.,0,.,.,8
Cc1ccc(C(=O)NCC(=O)OCCCn2c(=O)[nH]c3ccccc32)cc1,-1.2,-3.5,2.8,0,-1.4,-4,-2,-4,1
CCC(C)[C@H]1CNC(=O)C(=O)N1CCCc1cc(OC)c(OC)c(OC)c1 (some centres not stated),1.1,0.0,0.8,1,2.1,11,-2,-1,-5
CCOC(=O)c1cnc2sccn2c1=O,0.8,-3.0,-0.2,20,-3.4,27,-1,-5,-9
Cc1cc2nc(-c3cccc(Br)c3)c(Cc3cccc(Cl)c3)n2c(C)c1Br,.,.,0.1,.,.,.,1,0,-8
CC(=O)c1ccc(OCC(C)C)c(Cc2c(O)nc(N)[nH]c2=O)c1,.,0.1,0.3,3,0.8,7,-5,21,2
NNC(=S)Nc1c(F)cc(F)cc1Br,-1.0,-4.9,1.0,2,0.3,9,-6,-10,?
N#Cc1ncc(-c2ccc3c(c2)OCCOCCOCCOCCO3)nc1C#N,0.9,-1.1,-0.5,-1,0.7,25,-12,5,-2
CCOC(=O)C1CCCN(C(=O)Nc2cccc(Cl)c2)C1 (configuration not stated),0.6,-3.6,-0.1,0,-0.6,-3,-1,-13,4
COc1ccc(-c2nnc(NC(=O)c3ccc(S(=O)(=O)N4CCc5ccccc5C4)cc3)o2)cc1,-0.8,0.6,-0.5,-4,-0.6,6,.,.,4
CC(C)Oc1ccc(C(=O)NC2CCCCC2)cc1,0.1,-3.6,-0.1,-1,0.4,8,5,-6,-5
C=Cc1ccc(COC(=O)c2cn(CC)c3nc(C)ccc3c2=O)cc1,2.8,.,-0.3,0,-0.1,6,10,8,2
CCOCCCNC(=O)CN1CCN(S(=O)(=O)c2ccc3c(c2)CCC3)CC1,-0.8,.,0.4,0,1.3,-5,-2,26,3
CN(Cc1ccccc1)C(=O)Nc1ccccc1,.,-2.4,-0.4,2,-0.8,5,6,-4,-5
Cc1cc(S(=O)(=O)NCCCN2CCOCC2)ccc1F,.,-4.6,-0.1,-1,-1.1,5,3,-6,-1
CCC(=O)NNc1ncnc2ccccc12,-1.6,-0.5,-0.4,2,1.0,11,2,5,-4
COc1cc(NC(=O)Nc2nc(C(N)C3CCCCC3)cs2)cc(OC)c1OC (configuration not stated),0.0,-3.5,-0.4,-1,.,6,3,5,-20

# Assay outcomes: PubChem, several laboratories
